# hDAT+cocaine = changed hDAT dopamine uptake under cocaine IC80, either direction, primary screen, cocaine antagonist project, cell-based, LLC-PK1 hDAT, [14C]-dopamine uptake, MLSMR; LLC-PK1 hDAT cells, [14C]-dopamine uptake with cocaine IC80; actives deviate in either direction; B-score at 10 µM; 1.3% of 110,000 active; AID 449768, 2010;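 active means Z score or B-score, a plate-position-corrected score, falls beyond the plate's 99.7% confidence bounds, in either direction; inactive means both scores lie inside the 99.7% bounds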;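 further: scored against the spread of the other compound wells on the same plate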
# Target sequence (Q01959 whole entry, looked up): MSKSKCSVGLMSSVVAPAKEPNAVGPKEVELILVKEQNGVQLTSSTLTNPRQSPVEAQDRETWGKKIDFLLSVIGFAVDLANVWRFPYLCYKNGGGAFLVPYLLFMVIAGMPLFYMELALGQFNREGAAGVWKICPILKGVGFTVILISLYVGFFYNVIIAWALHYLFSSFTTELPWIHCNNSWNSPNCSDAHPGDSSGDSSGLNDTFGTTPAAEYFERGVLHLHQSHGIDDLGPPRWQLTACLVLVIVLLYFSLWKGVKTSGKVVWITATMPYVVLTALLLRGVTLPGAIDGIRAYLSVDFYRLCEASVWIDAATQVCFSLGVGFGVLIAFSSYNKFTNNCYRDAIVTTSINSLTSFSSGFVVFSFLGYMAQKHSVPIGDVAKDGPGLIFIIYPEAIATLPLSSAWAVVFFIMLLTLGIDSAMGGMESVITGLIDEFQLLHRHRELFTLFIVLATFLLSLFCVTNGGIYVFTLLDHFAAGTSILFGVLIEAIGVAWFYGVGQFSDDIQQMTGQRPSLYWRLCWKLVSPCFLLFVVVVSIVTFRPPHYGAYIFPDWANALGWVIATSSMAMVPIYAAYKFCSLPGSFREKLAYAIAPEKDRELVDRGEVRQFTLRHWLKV
# E coli WT exp = growth inhibitors of wild-type E. coli, primary screen, strain BW25113, expanded library, OD600; 0.15% of 98,000 active; growth inhibition, % at 100 µM; OD600 absorbance; AID 710, 2007;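 active means growth inhibition above about 50% at one test dose, limit read from the data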;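 further: growth measured after 20 h incubation at 37 °C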
# LYP inh 2 = PTPN22 phosphatase inhibitors, primary screen, biochemical, DiFMUP fluorescence, 2 µM. recombinant LYP catalytic domain. AID 640, 2007. Tyrosine-protein phosphatase non-receptor type 22 (Homo sapiens), Q9Y2R2. 0.21% of 96,000 active. inhibition, % at 2 µM;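 active means inhibition at 2 µM at or above a set limit, the screen mean plus 3 SD, cut at about 24% in these data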;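 further: 0% = DMSO with enzyme and 100% = enzyme fully blocked by orthovanadate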
# PostGolgi ctrl = growth inhibition of yeast control strain, primary screen, counter-screen for post-Golgi transport modulator project; efflux-deficient yeast background strain, growth absorbance A615, 16 h; inhibition, % at 10 µM; 5% of 98,000 active; AID 738, 2007
# CYP2C9 inh = blockers of cytochrome P450 2C9 activity – biochemical, luminescence, ADME assay, primary screen. P11712. CYP2C9 Supersomes, luciferin-H conversion. inhibition, % at 5 µM. 20% of 96,000 active;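 active means blocking of liver enzyme CYP2C9 beyond about 50% at 5 µM, limit read from the data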; further: values of inactives mirror those of a sister screen read the other way
# PostGolgi yeast = phenotypic screen on post-Golgi transport, primary screen; post-Golgi transport phenotypic cell assay; inhibition, % at 10 µM; 0.9% of 98,000 active; AID 739, 2007;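 further: yeast cells grown in 1536-well plates; yeast grown about 18 h at 30C before absorbance read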
# PTK2B oligo ant = antagonists of Pyk2 self-association, primary screen, Q293 cells, FERM NanoBiT luminescence, HTS; Protein-tyrosine kinase 2-beta (Homo sapiens), Q14289; stronger effect = lower value; z-score (the deposit names both 25 µM and 10 µM); 0.83% of 99,000 active; AID 1347419, 2020;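 active means Z-score of -3 or lower, scaled per plate to the spread of control and sample wells; inactive means z-score above -3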;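 further: negative z-score means lost luminescence so less FERM oligomerization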
# LYP act = LYP phosphatase activators, primary screen, biochemical, DiFMUP fluorescence, 2 µM; Tyrosine-protein phosphatase non-receptor type 22 (Homo sapiens), Q9Y2R2; recombinant LYP; 0 = plate median, 100 = signal doubled; activation, % at 2 µM; 0.11% of 96,000 active; AID 697, 2007;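 active means activation at 2 µM above a set limit, the mean plus 5 SD, cut at about 37% in these data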
# CYP2C9 act = human CYP2C9 activators, primary screen, biochemical, luminescence | Cytochrome P450 2C9 (Homo sapiens), P11712 | recombinant CYP2C9, luciferin-H conversion; stronger effect = higher value; factor 1 = untreated enzyme, 0 = blocked | activation factor at 5 µM | 1.4% of 96,000 active;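 active means activation factor of 2 or more for CYP2C9 at a 5 µM dose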;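 further: 0 = sulfaphenazole-blocked wells and 1 = vehicle-only wells; values of inactives mirror those of a sister screen read the other way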
# * hit, by the source's call; . = not tested or not shown. Unless noted, no stated cut-off is given here; in the data, active means inhibition above about 30%; inactive means the rest.
SMILES,hDAT+cocaine,E coli WT exp,LYP inh 2,PostGolgi ctrl,CYP2C9 inh,PostGolgi yeast,PTK2B oligo ant,LYP act,CYP2C9 act
CC1(C)NC(=O)N(CC(O)COC2CCCCC2)C1=O (centres undefined),.,0,-18,0,42,-2,-0.16,16,0.6
COc1ccc(S(=O)(=O)N(Cc2nc3ccccc3c(=O)[nH]2)C2CCCC2)cc1,1.3,1,0,8,94*,-11,-0.17,-2,0.1
Cc1cc(C)n(S(=O)(=O)c2ccc(C)c(C)c2C)n1,-1,-7,4,12,-275,-6,0.37,-8,3.7*
COc1ccccc1-n1c(CNc2c(C)cccc2C)nnc1SCC(=O)N1CCOCC1,0.33,-2,-11,7,-5,5,-0.43,9,1.1
CN(C)C(=O)c1ccc(NC(=O)c2cccnc2)cc1,-0.002,-5,10,8,18,5,-0.24,-8,0.8
Cn1nnnc1SCCNS(=O)(=O)c1ccccc1,-0.32,7,3,8,-4,8,-0.3,-6,1
O=C1C2CCCCN2C(=O)N1CCCCN1CCN(c2ccc([N+](=O)[O-])cc2)CC1 (centres undefined),0.035,-5,-12,4,-3,-8,1.1,8,1
O=C(Nc1ccccc1)c1ccc(NCC2CCCO2)c(S(=O)(=O)N2CCOCC2)c1 (centres undefined),0.32,-7,0,10,.,-7,-1.4,2,.
COC(=O)C(Cc1ccc(OC(=O)c2ccccc2Cl)cc1)N1Cc2ccccc2C1=O (centres undefined),1.1,-21,4,4,-12,-2,-1.3,-8,1.1
COc1ccc(C2C(C(=O)N3CCOCC3)CCC(=O)N2c2ccc(OC)cc2)cc1 (centres undefined),-0.52,-2,-12,14,-14,3,0,11,1.1
O=C(CSc1nc(Nc2ccccc2)nc(N2CCOCC2)n1)Nc1ccccc1Cl,0.21,-9,-19,19,97*,-3,-2.6,17,0
COc1ccc(NS(=O)(=O)c2ccc(NC(=S)NC(=O)CC(C)C)cc2)cc1,0.29,-7,-2,15,55*,6,-0.06,4,0.5
CCOC(=O)C1=C(C)NC(C)=C(C(=O)OCC)C1c1ccc(O)cc1,1.6,12,0,-13,98*,6,-2,0,0
CCCCCOc1ccc(NC(=O)C(=O)NCCCn2ccnc2)cc1,-0.27,5,-12,22,83*,-4,0.82,11,0.2
COc1ccc(N2CCN(Cc3cc(=O)oc4ccc5ccccc5c34)CC2)cc1,0.33,-8,0,31*,23,14,-0.65,-1,0.8
CC(=O)NS(=O)(=O)c1ccc(NC(=O)/C=C/c2ccccc2Cl)cc1,-0.073,-1,17,5,13,-4,2.3,-12,0.9
Cc1ccc2nc(-c3ccc(NC(=O)CN4CCN(C(=O)c5ccco5)CC4)cc3)sc2c1,0.4,-14,-2,11,22,14,-0.14,2,0.8
CCc1nc(OCC(=O)c2ccccc2)c(C#N)c2c1COC(C)(C)C2,-1.4,-5,-7,10,28,15,-1,6,0.7
O=C(CCNS(=O)(=O)c1ccc(Cl)cc1)N1CCC2(O)CCCCC2C1 (centres undefined),0.078,4,3,0,16,-3,0.31,-5,0.8
Cc1ccc2cc(C(c3nnnn3CC3CCCO3)N3CCc4ccccc4C3)c(=O)[nH]c2c1 (centres undefined),0.37,12,0,42*,71*,-13,0.92,-2,0.3
Cc1nc(NCC2CCCO2)c2nnn(Cc3ccccc3Cl)c2n1 (centres undefined),-0.56,-5,.,-1,-117,-4,-0.01,.,2.2*
COC(=O)Nc1ncc(CN2CCCCC2)s1,0.58,18,4,-6,4,-5,-0.47,0,1
CCc1oc2c(C)c(O)ccc2c(=O)c1-c1ccc2ccccc2n1,0.45,-11,9,11,26,-3,-1.8,-4,0.7
NS(=O)(=O)c1cccnc1Nc1cccc(Cl)c1,0.31,-3,12,8,6,-4,0.26,-13,0.9
CC(CP(=O)(O)O)NC(=O)Cc1ccccc1 (centres undefined),-0.33,0,-9,4,-22,3,0.04,7,1.2
O=S(=O)(NCc1ccccc1)c1cccc2cccnc12,.,7,5,3,78*,-3,.,-7,0.2
COc1ccc(C(=O)/C=C/Nc2cc(C)on2)c(OC)c1,-0.064,3,4,-2,-51,19,-0.08,-7,1.5
COCCCN(C(C)=O)c1nc(-c2ccc(OC)cc2)cs1,0.27,2,-5,3,34,-7,-0.77,2,0.7
COC(=O)CNC(=O)c1cn(CC(C)C)c(=O)c2cc(OC)c(OC)cc12,-2.2,-5,3,4,-18,1,0.68,-5,1.2
COC(=O)CON1C(=O)c2ccccc2C1=O,-0.73,-2,-11,2,-26,8,0.51,10,1.3

# 4 of the compounds above, field by field.
canonical_smiles: O=S(=O)(NCc1ccccc1)c1cccc2cccnc12
  hDAT+cocaine: .; E coli WT exp: 7; LYP inh 2: 5; PostGolgi ctrl: 3; CYP2C9 inh: 78*; PostGolgi yeast: -3; PTK2B oligo ant: .; LYP act: -7; CYP2C9 act: 0.2

canonical_smiles: COc1ccc(C(=O)/C=C/Nc2cc(C)on2)c(OC)c1
  hDAT+cocaine: -0.064; E coli WT exp: 3; LYP inh 2: 4; PostGolgi ctrl: -2; CYP2C9 inh: -51; PostGolgi yeast: 19; PTK2B oligo ant: -0.08; LYP act: -7; CYP2C9 act: 1.5

canonical_smiles: Cc1nc(NCC2CCCO2)c2nnn(Cc3ccccc3Cl)c2n1 (centres undefined)
  hDAT+cocaine: -0.56; E coli WT exp: -5; LYP inh 2: .; PostGolgi ctrl: -1; CYP2C9 inh: -117; PostGolgi yeast: -4; PTK2B oligo ant: -0.01; LYP act: .; CYP2C9 act: 2.2*

canonical_smiles: COC(=O)CNC(=O)c1cn(CC(C)C)c(=O)c2cc(OC)c(OC)cc12
  hDAT+cocaine: -2.2; E coli WT exp: -5; LYP inh 2: 3; PostGolgi ctrl: 4; CYP2C9 inh: -18; PostGolgi yeast: 1; PTK2B oligo ant: 0.68; LYP act: -5; CYP2C9 act: 1.2

# Structures above that have an aryl thioether with sulfur outside any ring:
SMILES,hDAT+cocaine,E coli WT exp,LYP inh 2,PostGolgi ctrl,CYP2C9 inh,PostGolgi yeast,PTK2B oligo ant,LYP act,CYP2C9 act
COc1ccccc1-n1c(CNc2c(C)cccc2C)nnc1SCC(=O)N1CCOCC1,0.33,-2,-11,7,-5,5,-0.43,9,1.1
Cn1nnnc1SCCNS(=O)(=O)c1ccccc1,-0.32,7,3,8,-4,8,-0.3,-6,1
O=C(CSc1nc(Nc2ccccc2)nc(N2CCOCC2)n1)Nc1ccccc1Cl,0.21,-9,-19,19,97*,-3,-2.6,17,0

# High-throughput results as filed in PubChem.

# Hits appear at their usual frequency. About 24% of those tested had a hit in this group.
